# TRPC6 act: activators of mouse TRPC6 channel. Q61143. HEK293-TRPC6 membrane potential dye fluorescence; active compounds read high. B-score at 10 µM. 310,000 compounds, 0.13% hits;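 active = B-score of the integrated fluorescence ratio above library mean plus 3 SD, and starting fluorescence ratio within library mean plus 5 SD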;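 also: higher score means more depolarization so channel activation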
# TRPC4 act: activators of mouse TRPC4 channel; Q9QUQ5; HEK293 TRPC4beta/mu-opioid, Fluo4 calcium fluorescence; active compounds read high; B-score at 10 µM; 310,000 compounds, 0.49% hits;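 active = B-score above 5 SD of library B-scores, and initial fluorescence ratio not above library mean plus 5 SD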;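 also: positive B-score marks a calcium rise read as TRPC4 activation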
#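 system = HEK293 cells stably co-expressing mouse TRPC4beta and mu-opioid receptor | schedule = Fluo4 dye loading 45 min at room temperature, 110 s recording | measure = B-scored integrated calcium fluorescence ratio | signal = Fluo4 calcium-sensitive dye fluorescence, kinetic, 1 Hz baseline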
# SKKanGAS inh: SKKanGAS growth inhibition. S. pyogenes SKKanGAS, kanamycin growth, BacTiter-Glo, 6 h. AID 1662. inhibition, % at 7.5 µM. 300,000 compounds, 1.3% hits;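 active = mean replicate score, as percent of positive control median, at least 50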;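 also: strain carries kanamycin resistance gene driven by streptokinase promoter and grows in 40 µg/ml kanamycin; loss of luminescence reflects streptokinase promoter inhibition or plain growth inhibition; 0% = median of DMSO wells and 100% = positive control at its reference dose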
# aSyn 5UTR inh: MLPCN primary screen, SNCA 5' untranslated region. inhibition, % (tested at 7.5 µM). 300,000 compounds, 0.82% hits. alpha-synuclein 5'UTR reporter, inhibitor activity; in the data active = inhibition above about 60%;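 also: H4 neuroglioblastoma cells stably carrying SNCA 5'UTR luciferase fusion; 0% = DMSO wells and 100% = positive control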
# HIF activator: HIF pathway transcriptional activation; U2OS HRE-luciferase reporter, luminescence; normalized: DMSO 0%, desferrioxamine 100%; activation, % at 7.5 µM (by protocol); 300,000 compounds, 0.32% hits; AID 1910;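 active = mean activation of at least 10% of the iron chelator positive control signal, with at least half of replicates also reaching 10%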
# KLF5 inh: suppresses KLF5 promoter-driven expression | DLD-1 KLF5 promoter-luciferase reporter, luminescence | inhibition, % at 5 µM | 290,000 compounds, 0.23% hits;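 active = inhibition above a per-plate limit of that plate's mean compound inhibition plus 3 SD, cut at about 60% in these data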;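 also: 0% = DMSO wells and 100% = LY294002 at 200 µM; higher means less KLF5 promoter-driven luciferase light; inactives centre near -14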
# TRPC4 PAM: allosteric potentiators of mouse TRPC4 channel; HEK293 TRPC4beta/mu-opioid, DAMGO EC20, Fluo-4 Ca2+ flux; active compounds read high; B-score at 10 µM; 310,000 compounds, 0.42% hits;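 active = B-score of calcium response area above 5 SD of library B-scores, with initial fluorescence ratio within 5 SD of library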;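 also: B-score of integrated fluorescence ratio over time as area under calcium response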
# MrgX1 antagonist: human MrgX1 receptor antagonism, primary screen | MRGX1-HEK293 calcium flux, Fluo-4, BAM8-22 antagonism; active compounds read low | Q96LB2 | B-score at 10 µM | 310,000 compounds, 1.3% hits | AID 588676;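 active = calcium-response B-score plate-corrected more than 3 library SD below zero, starting fluorescence within 5 deviations, no agonist response on first addition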;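 also: peak minus trough fluorescence over baseline after final BAM8-22 challenge near maximal dose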
# Target sequence (Q96LB2 whole entry, looked up): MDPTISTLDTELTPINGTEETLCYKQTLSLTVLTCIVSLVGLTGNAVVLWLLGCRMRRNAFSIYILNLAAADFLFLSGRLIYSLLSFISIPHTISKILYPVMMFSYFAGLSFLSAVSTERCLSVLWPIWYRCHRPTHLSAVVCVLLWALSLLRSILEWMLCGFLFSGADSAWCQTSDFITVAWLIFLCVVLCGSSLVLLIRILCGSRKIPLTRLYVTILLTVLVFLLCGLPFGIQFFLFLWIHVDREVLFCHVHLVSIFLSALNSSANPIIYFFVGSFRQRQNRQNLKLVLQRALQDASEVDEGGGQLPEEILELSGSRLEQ
# TRPC6 inhibitor: mouse TRPC6 channel inhibition; B-score at 10 µM; Q61143; HEK293-TRPC6, membrane potential dye, ACh-evoked depolarization; active compounds read low; 310,000 compounds, 1.1% hits;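 active = B-score under library mean minus 3 SD, initial fluorescence not abnormally high, positive integrated signal ratio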;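 also: B-score derived from integrated fluorescence ratio over the kinetic read; more negative B-score means stronger inhibition of depolarization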
# TRPC4 block: blocks the mouse TRPC4 cation channel; B-score at 10 µM; HEK293 TRPC4beta/mu-opioid, DAMGO-evoked Fluo4 calcium flux; active compounds read low; 300,000 compounds, 0.39% hits;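 active = B-score over 3 SD under the library average, no early fluorescence shift, positive overall ratio signal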
#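 Material: HEK293 cells with stable TRPC4beta plus mu-opioid receptor expression / Probe or stimulus: DAMGO in two steps, submaximal then maximal / Compound: single concentration per test compound / Technique: kinetic Fluo4 fluorescence imaging of calcium influx / Read-out: per-well B score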
# IEC-6 cytotox: IEC-6 cytotoxicity, counter-screen for KLF5 inhibitors | luminescence viability | inhibition, % at 5 µM | 290,000 compounds, 0.78% hits; in the data active = inhibition above about 22%;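 also: 0% = plate median of test compound wells and 100% = cytotoxic reference compound wells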
# Numbers without * were called inactive; i = inactive; nt = not tested or not shown; & = joins results of further samples. No enrichment for hits. Share with any hit: about 5.8%.
(1) O=C(c1ccc(COc2ccc(Cl)cc2)o1)N1N=C(C(F)F)CC1(O)C(F)F (stereo unspecified)
(2) CCOc1ccc(NC(=O)CC2C(=O)N(c3cccc(OC)c3)C(=O)N2CCOC)cc1 (stereo unspecified)
(3) CCN=C(Nc1ccc2c(c1)OCO2)SC1CC(=O)N(c2ccccc2F)C1=O (stereo unspecified)
(4) O=c1[nH]c(CN2CCN(S(=O)(=O)c3ccc4ccccc4c3)CC2)nc2ccccc12
(5) CCOc1cc(/C=N/NC(=O)c2ccc(=O)n(C)c2)ccc1O
(6) COCC(=O)N1CCCC(C(=O)c2ccc(-c3ccccc3)c(F)c2)C1 (stereo unspecified)
(7) CCOC(=O)C1CCN(C(=O)c2cccc(S(=O)(=O)Nc3ccc(C)cc3C)c2)CC1
(8) OCCOCCNc1ncnc2c1c(-c1ccccc1)cn2-c1ccccc1
(9) COc1ccc(S(=O)(=O)N(CCCN2CCCC2=O)Cc2cc3cc(C)c(C)cc3[nH]c2=O)cc1
(10) COc1cccc(NC(=O)CN(C)C(=O)c2cc(C)on2)c1

Assay by compound	1	2	3	4	5	6	7	8	9	10
TRPC6 act	i	i	i	i	i	i	i	i	i	i
TRPC4 act	i	i	i	i	i	i	i	i	i	i
SKKanGAS inh	0	0	0	0	-1	-2	-8	-6	9	-8
aSyn 5UTR inh	-4	18	19	8	6	-11	15	17	5	5
HIF activator	-0.2	-0.2	-0.4	-0.2	1.0	0.2	-1.5	-0.4	0.5	-0.2
KLF5 inh	-21	-41	-6	-13	-21	-9	-24	-22	10	nt
TRPC4 PAM	i	i	i	i	i	i	i	i	i	i
MrgX1 antagonist	i	i	i	i	i	i	i	i	nt	i
TRPC6 inhibitor	i	i	i	i	i	i	-5.3*	i	i	i
TRPC4 block	i	i	i	i	i	i	i	i	i	i
IEC-6 cytotox	2	-3	0	0	-4	4	-6	-7	-1	nt

(11) N#Cc1ccc(C(=O)Nc2ccc(S(=O)(=O)NC3=NCCCCC3)cc2)cc1
(12) CCOc1cc(/C=N/Nc2nc(N3CCCC3)nc(N3CCCC3)n2)ccc1O
(13) CC(=O)OCC[n+]1c(C)n(-c2ccccc2)c2ccc(Cl)cc21
(14) COCCn1c(SCC(=O)N(C)c2c(N)n(Cc3ccccc3)c(=O)[nH]c2=O)nnc1-c1cccc(C)c1
(15) Cn1c(SCC(=O)NC2CCCCC2)nnc1-c1cccc(N)c1
(16) O=C(NCCc1ccncc1)Nc1ccc(Cl)c(Cl)c1
(17) COc1ccc(C2Nc3ccccc3C(=O)N2Cc2ccco2)cc1CN1C(=O)c2ccccc2C1=O (stereo unspecified)
(18) O=C(Nc1cccc(C(=O)O)c1)/C(=C\c1ccc2c(c1)OCO2)NC(=O)c1ccccc1Cl
(19) O=C(Nc1cc(Cl)ccn1)C1(c2ccccc2)CC1(Cl)Cl (stereo unspecified)
(20) O=C(Nc1cccc(Cl)c1)c1cc([N+](=O)[O-])ccc1N1CCN(CCO)CC1

Assay by compound	11	12	13	14	15	16	17	18	19	20
TRPC6 act	i	i	i	i	i	i	i	i	i	i
TRPC4 act	i	i	i	i	i	i	i	i	i	i
SKKanGAS inh	2	5	-6	-10	0	1	1&-20	7	39	-3
aSyn 5UTR inh	-4	14	10	9	13	-7	9&7	14	31	-9
HIF activator	-0.1	0.1	0.6	0.0	0.2	-0.3	-0.1&-0.1	-0.4	-0.5	1.2
KLF5 inh	-29	-33	-28	nt	-9	13	-8&-25	0	8	7
TRPC4 PAM	i	i	i	i	i	i	i	i	i	i
MrgX1 antagonist	i	i	i	i	i	i	i	i	i	i
TRPC6 inhibitor	i	i	i	i	i	i	i	i	i	i
TRPC4 block	i	i	i	i	i	i	i	i	i	i
IEC-6 cytotox	-2	-7	1	nt	-3	9	-8&2	-6	3	-6

(21) Cc1ccc(CN2C(=O)CCC2C(=O)NCCc2ccccc2)cc1 (stereo unspecified)
(22) CSCCC1NC(=O)NC1=O (stereo unspecified)
(23) CC(C)CC(c1nnnn1C1CCCC1)N1CCN(c2ccccc2F)CC1 (stereo unspecified)
(24) COc1ccccc1N1CCN(C(=O)C2CCN(C(=O)c3cccc(Cl)c3)CC2)CC1
(25) CC1=C(C(=O)OCC(C)C)[C@]23C(=O)c4ccccc4[C@@]2(O1)OC(N)=C3C#N
(26) CCCOc1ccc(N2C(=O)CC(N3CCC(O)(c4cccc(C(F)(F)F)c4)CC3)C2=O)cc1 (stereo unspecified)
(27) O=C(COC(=O)c1cc(S(=O)(=O)N2CCOCC2)ccc1O)NCC1CCCO1 (stereo unspecified)
(28) COc1ccc(Br)cc1CN(C)CC(=O)NCCc1ccccc1
(29) CCC(=O)c1ccc(OCC(=O)OCC(=O)NCc2cccs2)cc1
(30) Cc1onc(-c2ccccc2)c1C(=O)N1CCC(CO)(Cc2ccccc2)CC1

Assay by compound	21	22	23	24	25	26	27	28	29	30
TRPC6 act	i	i	i	i	i	i	i	i	i	i
TRPC4 act	i	i	i	i	i	i	i	i	i	i
SKKanGAS inh	-4	-5	-2	0	-13	-1	-4	-11	-2	-1
aSyn 5UTR inh	-2	22	4	-23	8	13	-8	-18	14	1
HIF activator	0.0	-0.1	-0.1	0.0	-0.5	-0.5	0.0	-0.7	0.2	0.6
KLF5 inh	-20	nt	-18	-13	-11	21	-4	-17	nt	-19
TRPC4 PAM	i	i	i	i	i	i	i	i	i	i
MrgX1 antagonist	i	i	i	i	i	i	i	i	i	i
TRPC6 inhibitor	i	i	i	i	i	i	i	i	i	i
TRPC4 block	i	i	i	i	i	i	i	i	i	i
IEC-6 cytotox	1	nt	-1	0	3	2	-3	-6	nt	0

# Screen by screen, quoted from above.
# Nos. 22 to 30 in TRPC6 inhibitor: i, i, i, i, i, i, i, i, i
# Nos. 22 to 30 in aSyn 5UTR inh: 22, 4, -23, 8, 13, -8, -18, 14, 1
# Nos. 22 to 30 in IEC-6 cytotox: nt, -1, 0, 3, 2, -3, -6, nt, 0

# More entries.
(31) CC1(C)CC(=O)C2=C(C1)N(c1cccnc1)C(N)=C(C#N)C2c1cccs1 (stereo unspecified)
(32) COc1ccc2nc(NC(=O)CSc3nc(SC)ns3)sc2c1
(33) COc1ccc(C2CC(c3cccs3)=NN2C(=O)CSC2=NN3CCCC(=O)N=C3S2)cc1 (stereo unspecified)
(34) O=C(COc1ncnc2ccccc12)Nc1ccc(S(=O)(=O)N2CCOCC2)cc1
(35) O=C(COC(=O)c1ccc(Cl)c(Cl)c1)NC1CCCC1
(36) CCC(=O)N1CCc2cc(S(=O)(=O)NCCCOC)ccc21
(37) C=CCCN(C1CCCC1)S(=O)(=O)c1ccccc1Br
(38) CCN(CC)S(=O)(=O)c1ccc(/C=C/C(=O)NC2CCCCC2)cc1
(39) COC(=O)c1cccc(NC(=O)C(C)(C)C)c1
(40) CCCCCC(=O)Nc1ccc(C2C(=O)c3ccccc3C2=O)cc1

Assay by compound	31	32	33	34	35	36	37	38	39	40
TRPC6 act	i	i	i	i	i	i	i	i	i	i
TRPC4 act	i	i	i	i	i	i	i	i	i	i
SKKanGAS inh	-1	1	11	-8	-1	-2	3	8	4	3
aSyn 5UTR inh	4	-110	4	7	-8	8	11	20	12	3
HIF activator	0.1	0.5	0.0	-0.1	-0.7	0.6	0.1	-0.1	-0.4	0.6
KLF5 inh	-21	-18	-27	-23	-10	-7	nt	-15	3	-11
TRPC4 PAM	i	i	i	i	i	i	i	i	i	i
MrgX1 antagonist	i	i	i	i	i	i	i	i	i	i
TRPC6 inhibitor	i	i	i	i	i	i	i	i	i	i
TRPC4 block	i	i	i	i	i	i	i	i	i	i
IEC-6 cytotox	2	-6	5	7	-2	-1	nt	10	-4	-4

# Overlap with the part before: 4 entries, then new ones.
(37) C=CCCN(C1CCCC1)S(=O)(=O)c1ccccc1Br
(38) CCN(CC)S(=O)(=O)c1ccc(/C=C/C(=O)NC2CCCCC2)cc1
(39) COC(=O)c1cccc(NC(=O)C(C)(C)C)c1
(40) CCCCCC(=O)Nc1ccc(C2C(=O)c3ccccc3C2=O)cc1
(41) COc1cc2cc(C(c3nnnn3C(C)(C)C)N3CCC(C)CC3)c(=O)[nH]c2cc1OC (stereo unspecified)
(42) COC(=O)c1cc(S(=O)(=O)N2CCC(C)CC2)cn1C
(43) O=C(c1ccccc1)N1C(=O)C(c2ccccc2)Oc2ccccc21 (stereo unspecified)
(44) O=C(c1csc2c1CCCCC2)N1CCN(c2ncccn2)CC1
(45) NC(=O)COC(=O)c1ccc(Cl)c(S(=O)(=O)N2CCN(c3ccc(F)cc3)CC2)c1
(46) CCCn1nc2cc(C(=O)NCc3ccccc3)ccc2c1OCC
(47) COc1cccc(OCCCCN2CC(C)OC(C)C2)c1 (stereo unspecified)
(48) CC(=O)c1cccc(NS(=O)(=O)c2cc3c(cc2C)NC(=O)CO3)c1
(49) CCOc1ccc(NC(=O)N[C@@H](CCSC)C(=O)OC)cc1
(50) CC1(C)CC(NS(=O)(=O)c2ccc(F)cc2)CC(C)(C)N1
(51) C=C(C)Cn1c(CCNC(=O)CCC)nc2ccccc21
(52) COc1cc(CCC(=O)OCC(=O)Nc2ccc3c(c2)OCO3)cc(OC)c1OC

Assay by compound	37	38	39	40	41	42	43	44	45	46	47	48	49	50	51	52
TRPC6 act	i	i	i	i	i	i	i	i	i	i	i	i	i	i	i	i
TRPC4 act	i	i	i	i	i	i	i	i	i	i	i	i	i	i	i	i
SKKanGAS inh	3	8	4	3	-3	-5	5	-3	-4	-3	2	-1	-2	-5	-5	-4
aSyn 5UTR inh	11	20	12	3	21	2	82*	2	-3	19	4	5	8	0	18	-24
HIF activator	0.1	-0.1	-0.4	0.6	-1.2	-1.5	0.1	-0.3	0.0	-0.8	0.0	-0.1	0.1	-2.0	-0.6	0.5
KLF5 inh	nt	-15	3	-11	-16	-7	-9	-11	-16	-28	-5	2	-33	-23	-11	-24
TRPC4 PAM	i	i	i	i	i	i	i	i	i	i	i	i	i	i	i	i
MrgX1 antagonist	i	i	i	i	i	i	i	i	i	i	i	i	i	i	i	i
TRPC6 inhibitor	i	i	i	i	i	i	i	i	i	i	i	i	i	i	i	i
TRPC4 block	i	i	i	i	i	i	i	i	i	i	i	i	i	i	i	i
IEC-6 cytotox	nt	10	-4	-4	5	0	3	2	-1	0	3	-2	-2	-3	2	5
